KCNQ2 block = KCNQ2 channel blockers in CHO-K1 cells – cell-based, FluxOR thallium flux, B-score, primary screen (AID 2156); O88943; 20 min; hits give low values; B-score at 10 µM; actives 1.1% (n = 310,000);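 active means fluorescence ratio B-score at most minus 3 library SDs, with starting brightness B-score within 2 library SDs, cut at about -5.5 in these data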
Target sequence (O88943 whole entry, looked up): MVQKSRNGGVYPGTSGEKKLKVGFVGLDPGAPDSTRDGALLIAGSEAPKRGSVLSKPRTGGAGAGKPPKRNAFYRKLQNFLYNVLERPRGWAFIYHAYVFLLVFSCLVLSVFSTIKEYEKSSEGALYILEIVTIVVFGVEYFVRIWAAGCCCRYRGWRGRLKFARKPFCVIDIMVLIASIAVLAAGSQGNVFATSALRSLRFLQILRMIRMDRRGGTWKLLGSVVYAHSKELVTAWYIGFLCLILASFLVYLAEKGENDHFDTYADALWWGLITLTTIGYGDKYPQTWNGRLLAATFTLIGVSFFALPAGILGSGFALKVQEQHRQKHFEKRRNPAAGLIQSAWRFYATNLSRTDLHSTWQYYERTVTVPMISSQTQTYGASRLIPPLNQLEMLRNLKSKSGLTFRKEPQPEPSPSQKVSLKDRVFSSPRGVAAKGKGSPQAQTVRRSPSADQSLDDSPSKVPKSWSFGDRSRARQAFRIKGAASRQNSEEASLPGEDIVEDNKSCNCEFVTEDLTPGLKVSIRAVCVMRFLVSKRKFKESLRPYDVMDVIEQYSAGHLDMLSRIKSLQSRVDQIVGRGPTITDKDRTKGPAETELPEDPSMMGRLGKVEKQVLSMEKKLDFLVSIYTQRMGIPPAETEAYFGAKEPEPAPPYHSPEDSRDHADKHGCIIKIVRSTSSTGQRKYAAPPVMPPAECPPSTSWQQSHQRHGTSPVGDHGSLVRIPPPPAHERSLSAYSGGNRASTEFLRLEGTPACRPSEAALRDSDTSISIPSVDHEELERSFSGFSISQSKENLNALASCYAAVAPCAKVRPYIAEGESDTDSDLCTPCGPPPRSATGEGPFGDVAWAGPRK
Kir21 block = Kir2.1 (mouse) channel inhibition | P35561 | HEK293-Kir2.1, FluxOR thallium flux fluorescence; hits give low values | B-score at 10 µM | actives 0.85% (n = 310,000);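 active means fluorescence ratio B-score at or below minus 3 SD of library scores, with starting-brightness B-score within 2 SD, cut at about -4.2 in these data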;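 further: channel flux triggered by added potassium and thallium sulfate stimulus; B-score of peak minus minimum fluorescence over baseline after thallium stimulus; more negative B-score means stronger Kir2.1 block with less thallium influx; some compounds called inactive have numbers as strong as hits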
An asterisk follows results filed as active; i = inactive; & = joins results of further samples.

SMILES | KCNQ2 block | Kir21 block
S=C(NC1CCCCC1)N1CCn2cccc2C1c1ccncc1 (stereo not drawn) | i | 0.69
CCN1CCN(c2cc(C)c3cc(NC(=O)c4cnccn4)ccc3n2)CC1 | i | 1.5
Cc1ccc(-n2nnnc2-c2cnc3cc4c(cc3c2C)OCO4)cc1 | i | 0.31
COc1cc(OC)c(NC(=O)CCNC(=O)Cn2ccc3ccccc3c2=O)cc1Cl | i | 0.76
CN1CCN(CCCNC(=O)c2ccc(/C=C3\Sc4ccccc4N(Cc4ccc(F)cc4)C3=O)cc2)CC1 | i | -0.43
Cc1ccc(NC(=O)CN2C(=O)C(C)Oc3ccccc32)nc1 (stereo not drawn) | i | 0.03
CCC(C)C(=O)Nc1ccc(OC)cc1OC (stereo not drawn) | i | 0.23
Cc1cc2oc(C(=O)Nc3cccnc3)c(C)c2cc1C | i | 0.17
CCCN(Cc1cc2cc(OC)ccc2[nH]c1=O)C(=O)c1ccco1 | i | -1.6
O=C(C1CCCCC1)N1CCC(n2nnc3ccccc32)CC1 | i | -0.36
O=C(CN(C(=O)CNC(=O)c1ccco1)c1ccc2c(c1)OCO2)NC1CCCCC1 | i | 0
COc1cccc(N=Nc2c(N)[nH]n3c(=O)c4c(nc23)CCCC4)c1 | i | -0.92
CN(CC(=O)N1CCc2[nH]c3ccc(F)cc3c2C1)CC1OCCO1 | i | -0.07
COc1ccc(/C=N/Nc2nc(C)nc(N)n2)cc1 | i | -2
c1cc(CN2CCN(C3CCCCCC3)CC2)ccn1 | i | -0.09
O=C(NCc1cccnc1)c1cc(-c2ccco2)on1 | i | 0.01
COC(=O)c1ccc(NC(=O)CCN2CCN(Cc3ccccc3)CC2)cc1 | i | -0.07
COc1ccc(S(=O)(=O)Nc2ccc(F)c(Cl)c2)cc1OC | i | -1.9
COc1ccc(-c2cc(-c3ccccc3)c(C#N)c(SCC(=O)O)n2)cc1 | i | 2.2
CCOc1ccc(OCC(=O)OCC(=O)N2CCN(C(=O)c3ccco3)CC2)cc1 | i | 0.08

A second format for 4 compounds above.
Cc1ccc(NC(=O)CN2C(=O)C(C)Oc3ccccc32)nc1 (stereo not drawn)
  KCNQ2 block: i
  Kir21 block: 0.03
CCC(C)C(=O)Nc1ccc(OC)cc1OC (stereo not drawn)
  KCNQ2 block: i
  Kir21 block: 0.23
Cc1cc2oc(C(=O)Nc3cccnc3)c(C)c2cc1C
  KCNQ2 block: i
  Kir21 block: 0.17
CCCN(Cc1cc2cc(OC)ccc2[nH]c1=O)C(=O)c1ccco1
  KCNQ2 block: i
  Kir21 block: -1.6

Later entries.
SMILES | KCNQ2 block | Kir21 block
Cc1ccc(NC(=S)NC(=O)c2ccc(Br)o2)c(C)c1 | i | -1.6
O=C(COC(=O)c1ccc2c(c1)C(=O)N(Cc1ccco1)C2=O)NCC(F)(F)F | i | 0.26
COc1ccc(CCNCC(O)COc2ccc(OC)cc2C(C)(C)C)cc1 (stereo not drawn) | i | -6.2*
CCc1cc2c(C)ccc(C)c2nc1SCC(=O)Nc1c(C)[nH]c(=O)[nH]c1=O | i | -0.72
CCOC(=O)C(=CNNc1cccc(Cl)c1)C(=O)OCC | i | -0.79
CC1CCCC(C)N1CCCNC(=O)CCn1c(=O)c2cccn2c2cccnc21 (stereo not drawn) | i | 0.76
CC(=O)c1c(C(C)=O)c(C)n(-c2nc(-c3ccccc3)c(C)s2)c1C | i | -0.53
CCN(C(=O)CCc1nnc2ccc(N3CCC4(CC3)OCCO4)nn12)c1ccccc1 | i | -0.22
CC(C)C(=O)N(Cc1ccccc1)c1ccccn1 | i | -0.24
Cc1nn(CC(=O)NC2C(=O)N3C(C(=O)O)=C(CSc4nnnn4C)CSC23)cc1Br (stereo not drawn) | i | -1.1
Cc1sc2nc(CN3CCOCC3)nc(N3CCOCC3)c2c1C | i | -1
O=C(NCC1(c2ccccc2)CCOCC1)c1ccc(Br)o1 | i | 1.5
CCOC(=O)c1c(C2CC2)csc1NC(=O)COC(=O)c1cnc(Cl)c(Cl)c1 | i | 0.23
CN(C)c1nc(OCCOC(=O)c2ccccc2)nc(N(C)C)n1 | i | 0.08
NC(=O)c1cn(-c2ccccc2)nc1-c1cc2ccccc2oc1=O | i | 0.69
Cc1ccc(OCC(=O)Nc2ccccc2F)cc1 | i | 0.17
Fc1cccc(/C=N/Nc2cc(N3CCOCC3)ncn2)c1 | i | -0.8
CCOc1ccc(CCNc2ccc3nnc(-c4ccccc4)n3n2)cc1OCC | i | -1.7
CCN(C(C)=O)c1nc(CCl)cs1 | i | 1.3
CN1CCCC(OC(=O)c2ccc(S(=O)(=O)N(C)C)cc2)C1 (stereo not drawn) | i | 0.01
COc1ccc(CN(C(=O)CO/N=C/c2ccccc2)c2ccccc2C(=O)O)cc1 | i | 1.1
CN1CCN(c2oc(-c3ccc([N+](=O)[O-])cc3)nc2C#N)CC1 | i | 1.2
c1ccc(CCN2CCN=C2Nc2ccccc2)cc1 | i | -1.7
COc1ccc(CCNc2ccc(S(N)(=O)=O)cn2)cc1 | i | 0.3
Cc1cccc(Nc2cc(=O)[nH]c(=O)[nH]2)c1C | i | 2.3
Nc1cnnc(N/N=C\c2ccccc2)c1Cl | i | 0.53
CCN(CC)c1nc(SCCOC(=O)Nc2ccccc2)nc(N(CC)CC)n1 | i | -0.15
CCCCSc1nc(C)cc(SCC(=O)N/N=C/c2ccccc2)n1 | i | -1.7
Cc1ccc(N2CCN(/N=C/c3cccnc3)CC2)cc1 | i | 0.81
COCCn1c(C(C)C)nc2sc3ccccc3c(=O)c2c1=O | i | 0.07
Cc1[nH]c2ccccc2c1N=Nc1cc(C(=O)O)cc(C(=O)O)c1 | i | 0.03
O=C(COc1cccc2ccccc12)N1c2ccccc2CCc2ccccc21 | -7.2* | -0.57
O=C(NCCCn1ccnc1)c1nc(Cn2cc([N+](=O)[O-])cn2)no1 | i | -0.31
COc1ccc(-c2csc(NC(=O)CSc3nc(C)nc4sc(C(=O)O)c(C)c34)n2)cc1 | i | 0.67
Cc1cccc(NC(=O)CSCC(=O)NCc2ccco2)c1 | i | -0.18
Cc1ccccc1CC(=O)N1CCN(C(=O)C2CCCO2)CC1 (stereo not drawn) | i | -0.31
CCOc1ccccc1C1CC(=O)NC(SCC)=C1C#N (stereo not drawn) | i | -1.9
O=C(Nc1nc(-c2ccc(Cl)s2)cs1)c1ccco1 | i | -1
O=C(c1ccco1)N1CCN(C(=O)N2c3ccccc3Sc3ccccc32)CC1 | i | 0.05
CCCCN(C(=O)CCC(=O)O)C1CC(=O)N(c2ccc(OCCC)cc2)C1=O (stereo not drawn) | i | 0.8

(list continues)
Values run as follows: KCNQ2 block	Kir21 block
Cc1ccc(C(=O)Nc2ccccc2Cl)cc1
 : i	-0.43
O=S(=O)(N/N=C\c1cccn1-c1ccccc1)c1ccc2ccccc2c1
 : i	-0.05
O=C(C1CCN(S(=O)(=O)c2cccs2)CC1)N1CCc2ccccc2C1
 : i	-1.2
CCCc1cc(C(=O)NCc2ccco2)no1
 : i	-0.77
COc1ccccc1C1CN(c2ccccc2)N=C1c1cccs1 (stereo not drawn)
 : i	-1.1
CCN(CC)S(=O)(=O)c1ccc(N/N=C(\C)c2ccncc2)c([N+](=O)[O-])c1
 : i	-0.06
N#Cc1cc2c(nc1SCc1cccnc1)CCC2
 : i	1.2
COC(=O)c1ccc(NC(=S)NC2CC3CCC2C3)cc1 (stereo not drawn)
 : i	-0.84
O=C(CSc1nnc(Cc2ccccc2)n1Cc1ccco1)NC12CC3CC(CC(C3)C1)C2
 : -7.7*	-1.9
CC1=C(C#N)C(c2ccc(O)cc2)C2=C(CC(C)(C)CC2=O)N1 (stereo not drawn)
 : i	1.9
O=C(Oc1ccc(Cl)cc1)N1CCOCC1
 : i	0.35
O=C(Nc1ccc(F)c(Cl)c1)Nc1csc2ccccc12
 : i	-0.8
O=C(O)CSc1c(O)c2ccccc2[nH]c1=O
 : i	-0.16
Cc1nc(SCc2ccc(F)cc2)n[nH]1
 : i	0.39
CCOc1ccc(N2CC(C(=O)Nc3ccc4c(c3)OCO4)CC2=O)cc1 (stereo not drawn)
 : i	0.79
COc1ccc(C2/C(=C(\O)c3ccc4c(c3)OCCO4)C(=O)C(=O)N2Cc2cccnc2)cc1 (stereo not drawn)
 : i	-0.27
CNC(=O)c1sc2nc(-c3ccc(OC)cc3)cn2c1C
 : i	0
Cc1ccccc1NC(=O)/C(C#N)=C\c1cccnc1
 : i	-0.86
N#Cc1ccc(-c2ccc(Cl)cc2)nc1SCC(=O)c1cccc(Cl)c1
 : i	0.93
COc1cccc(/C=N/NC(=O)c2cc3c(OC)ccc(OC)c3[nH]2)c1O
 : i	0.2
CCN(CC)c1ccc(NC(=O)/C=C\c2ccccc2Cl)cc1
 : i	1.2
COc1ccccc1NC(=O)CSc1nc2c(sc3ccccc32)c(=O)n1CCN(C)C
 : i	0.68
CCOc1ccc(C2(C)NC(=O)N(CCN(C)C)C2=O)cc1 (stereo not drawn)
 : i	0.71
O=C(N[C@@H](Cc1ccccc1)C(=O)NCc1ccc(F)cc1)C1CCNCC1
 : i	0.27
Cc1nnc2sc(SCC(=O)N3CCC(C)CC3)nn2c1=O
 : i	0.49
COc1ccc(Cn2c(=N)c(C(=O)NC3CCCCC3)cc3c(=O)n4ccccc4nc32)cc1
 : i	0.5
Cc1ccc(S(=O)(=O)/N=C(/c2ccc(F)cc2)N2CCCC2)cc1
 : i	-0.47
COc1ccc(C(=O)Nc2nc(C)c(C)s2)cc1OC
 : i	1.7
COc1ccc(CNC(=O)[C@@H](NC(=O)C2CCN(C(=O)[C@@H]3CCCN3C(=O)OC(C)(C)C)CC2)C(C)C)cc1
 : i	-1.6
CCc1cccc(CC)c1NC(=O)COC(=O)c1ccccc1-c1nc2ccccc2s1
 : i	-0.44
O=C(CCNC(=O)c1ccccc1Cl)Nc1ccncc1
 : i	0.21
O=C(Nc1ccc(F)cc1)Oc1ccccc1N1CCOCC1
 : i	-0.58
O=C(Nc1cccc(-c2nn[nH]n2)c1)c1ccc(Br)s1
 : i	-0.68
CC12CCC(C(=O)N(NC(=O)c3cc(Cl)ccc3O)C1=O)C2(C)C (stereo not drawn)
 : i	-0.94
COc1cc(/C=C/c2onc(C)c2[N+](=O)[O-])cc(OC)c1OC
 : i	0.31
Cc1cc(S(=O)(=O)N2CC(=O)N(CCc3ccccc3)C(=O)C2)ccc1F
 : i	0.26
O=C(c1cccnc1)N1C2CCC1CC(O)(c1ccc(F)cc1)C2 (stereo not drawn)
 : i	-0.01
Fc1ccc(-n2ncc3c(SCc4cccnc4)ncnc32)cc1
 : i	-0.25
COc1cc(/C=N/NC(=O)c2cnccn2)cc(OC)c1OC
 : i	0.29
Cc1ccc(NC(=O)CN2CCCC2)cc1Br
 : i	-0.28
O=C(NCc1ccc2c(c1)OCO2)Nc1ccc2ccccc2c1
 : i	0.04
CCn1c(CNc2ccc(C)cc2C)nnc1SCC(=O)N1CCCc2ccccc21
 : i	-1.5
O=S(=O)(c1ccc(S(=O)(=O)N2CCCC2)cc1)N1CCCCC1
 : i	1
COc1ccc(-n2c(C)cc(C)c(C(C)=O)c2=S)cc1
 : i	-2.9
COc1ccc2nc(C3CCCCC3)c3c(c2c1)CCC3
 : i	-0.38
CCOc1ccc2c(c1)n([O-])c1c([n+]2=O)CCCC1
 : i	-2.5
CC(C)c1ccc(/C=C/C(=O)Nc2nc3ccc([N+](=O)[O-])cc3s2)cc1
 : i	-0.07
Cc1ccc2c(c1)Oc1ccc([N+](=O)[O-])cc1C(=O)N2
 : i	-1
COc1ccc(C2CC(c3cccs3)=NN2C(=O)CSc2nncs2)cc1OC (stereo not drawn)
 : i	0.33
O=C(c1ccco1)N1CCN(C(=O)c2cc3c(s2)-c2ccccc2OC3)CC1
 : i	1.3
COc1ccc(/C=C2\C(=O)NCC(=O)N2Cc2ccccc2)cc1
 : i	-0.27
COC(=O)N/N=C/c1ccc(OS(=O)(=O)c2ccc(C)cc2)c(OC)c1
 : i	-0.41
COc1ccc(CCNC(=O)c2cc(-c3ccccc3)c(N3CCOCC3)s2)c(OC)c1OC
 : i	-0.63
CC(C)NCCOCCOc1ccccc1F
 : i	0.67
NC(=O)c1ccc(NC(=O)C2COc3ccccc3O2)cc1 (stereo not drawn)
 : i	-0.05
c1ccc(Cc2nn3c(Cn4nnc5ccccc54)nnc3s2)cc1
 : i	-1.5
CCOC(=O)C1CCN(c2cc3c(cc2NC(=O)c2ccc(OC)c(OC)c2)n(C)c(=O)n3C)CC1
 : i	2.3
COc1ccc(-n2c(SCC(=O)NNC(=O)c3ccccc3C)nnc2-c2ccncc2)cc1
 : i	0.89
COc1ccc(OC)c(NC(=O)CN2C(=O)C3(OCCCO3)c3ccccc32)c1
 : i	0.02
CC(=O)Nc1nc(CC(C)C)cc(-c2ccco2)c1C#N
 : i	0.97

Gathered by group, those above with a tert-butyl group (2)
Values run as follows: KCNQ2 block	Kir21 block
COc1ccc(CCNCC(O)COc2ccc(OC)cc2C(C)(C)C)cc1 (stereo not drawn)
 : i	-6.2*
COc1ccc(CNC(=O)[C@@H](NC(=O)C2CCN(C(=O)[C@@H]3CCCN3C(=O)OC(C)(C)C)CC2)C(C)C)cc1
 : i	-1.6

The list goes on.
Values run as follows: KCNQ2 block	Kir21 block
CCOc1cc(N2CCOCC2)c(OCC)cc1NC(=O)CN1CCCC1
 : i	2.7
CCC(CC)CN1C(Nc2ccccc2)=NC[C@@H]1C
 : i	2.1
O=C(c1ccc(COc2ccccc2Cl)o1)N1CCN(Cc2ccc3c(c2)OCO3)CC1
 : i	-0.63&-0.84
CCOC(=O)N/N=C/c1ccc(Oc2ccccc2)cc1
 : i	0.59
O=C(NNS(=O)(=O)c1ccccc1)c1ccccc1-n1cccc1
 : i	-0.35
C/C(=N/NC(=O)CNC(=O)CCc1ccccc1)c1ccc(Cl)cc1
 : i	0.72
COC(=O)c1ccc(C(=O)OC)c(NC(=O)CSCc2ccc(Cl)cc2)c1
 : i	-1.8
